From PubChem BioAssay
NOD1 NF-kB reporter = inhibition of NOD1-driven NF-kB reporter – cell-based, luminescence, uHTS, primary screen (AID 1578); hit rate 1% among 290,000; NOD1-driven NF-kB luciferase reporter cells, luminescence; higher % means a stronger effect; one-dose inhibition, % at 4 µM; EC50 in µM for titrated hits; in the data active means inhibition mostly above about 36%, no sharp cut-off; inactive means mostly below about 34%;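 further: HEK-293T reporter cells stimulated with the NOD1 agonist gamma-tri-DAP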
KOR beta-arrestin-1 = kappa opioid receptor blockers – cell-based, luminescence, uHTS (AID 1778); KOR beta-arrestin recruitment, luminescence, antagonist mode; higher % means a stronger effect; inhibition, % at 10 µM; hits with a dose series show IC50 in µM; hit rate 0.091% among 290,000; further: strong numbers were not always called active
HEK293 NOD2/NF-kB = inhibition of NOD2-driven NF-kB reporter – cell-based, luminescence, uHTS, HEK293 (AID 1566); HEK293 NOD2/NF-kB luciferase reporter, luminescence; higher % means a stronger effect; inhibition, % at 4 µM, or EC50 in µM where a hit was titrated; hit rate 0.63% among 290,000; further: many of its hits are not listed in these tables
HIV peptide binding = cell-free HIV fusion peptide-binding blockers – biochemical, uHTS, fluorescence dequenching, primary screen (AID 1986). hit rate 0.3% among 290,000. cell-free peptide binding, fluorescence dequenching, 30 min; higher % means a stronger effect. inhibition, % at 20 µM; hits with a dose series show IC50 in µM; in the data active means inhibition mostly above about 52%, no sharp cut-off; inactive means mostly below about 76%; further: some results filed as inactive read as strong as hits
NS5 inhibitors = flavivirus cap methylation enzyme inhibition – biochemical, confirmation dose response, primary screen (AID 588689); Dengue-2 NS5 methyltransferase capping enzyme assay, biochemical; higher % means a stronger effect; one-dose inhibition, % at 25 µM; IC50 in µM for titrated hits; hit rate 0.3% among 340,000; in the data active means a potency from the dose series
West Nile antiviral = inhibition of WNV-induced cytopathic effect – cell-based, CPE readout (AID 1621); West Nile virus-infected cells, CPE inhibition; higher % means a stronger effect; one-dose CPE inhibition, % at 10 µM; IC50 in µM for titrated hits; hit rate 0.02% among 290,000; in the data active means a potency from the dose series; further: strong numbers were not always called active
AID2073 = inhibitors of Mint1-CaV2.2 protein interaction, biochemical, HTRF (AID 2073) | HTRF protein-protein interaction, Mint1-CaV2.2; higher % means a stronger effect | inhibition, % at 20 µM; hits with a dose series show IC50 in µM | hit rate 0.19% among 290,000; in the data active means inhibition mostly above about 51%, no sharp cut-off; further: some results filed as inactive read as strong as hits
Yfh1-depleted yeast = enhancers of respiration in Yfh1-depleted yeast, dose response, Friedreich's ataxia, plus single-dose screen (AID 1465). fold induction at 50 µM; hits with a dose series show EC50 in µM. hit rate 0.074% among 220,000. S. cerevisiae Yfh1-off respiration, WST-1 reduction, 72 h; higher fold induction means a stronger effect;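 active means fold induction of absorbance versus untreated yeast above a set limit, then at least 30% activation at any dose in follow-up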;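 further: activators that raise dye reduction in frataxin-depleted yeast; strong numbers were not always called active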
KOR beta-arrestin-2 = KOR agonists, beta-arrestin recruitment, primary screen, cell-based, luminescence, uHTS (AID 1777) | KOR beta-arrestin recruitment, luminescence; higher % means a stronger effect | one-dose activation, % at 10 µM; EC50 in µM for titrated hits | hit rate 0.02% among 280,000; in the data active means activation above about 50%, passing the limit was not always enough; further: a part of the inactive calls stands beside numbers as strong as those of hits
Numbers without * were called inactive; [ ] = remark or other dose. Unless noted, no stated cut-off is given here; in the data, active means inhibition above about 50%; inactive means the rest. This is a subset; count on the stated rates, not on these rows.

`CCCNS(=O)(=O)c1cc(CN2C(=O)c3cccnc3C2=O)ccc1OC` gave NOD1 NF-kB reporter -10%, KOR beta-arrestin-1 9%, HEK293 NOD2/NF-kB -2%, HIV peptide binding 0.8%, NS5 inhibitors -3%, West Nile antiviral 1.4%, AID2073 5% and KOR beta-arrestin-2 0.8%.
Cc1cc(F)ccc1NCc1cccnc1 was read as NOD1 NF-kB reporter -4%, KOR beta-arrestin-1 -2%, HEK293 NOD2/NF-kB 1%, HIV peptide binding -1.7%, NS5 inhibitors 3%, West Nile antiviral -0.6%, AID2073 4%, Yfh1-depleted yeast inactive and KOR beta-arrestin-2 0.6%.
For Cc1ccc(S(=O)(=O)N2CCN(C(=O)CCC(=O)NC3CCCc4ccccc43)CC2)cc1 (configuration not stated) the results were NOD1 NF-kB reporter -18%, KOR beta-arrestin-1 -21%, HEK293 NOD2/NF-kB 20%, HIV peptide binding 1.4%, NS5 inhibitors -3%, West Nile antiviral -0.5%, AID2073 -3%, Yfh1-depleted yeast inactive and KOR beta-arrestin-2 1.1%.
CC1Oc2ccccc2N(CC(=O)NCc2ccc3c(c2)OCO3)C1=O (configuration not stated) was read as NOD1 NF-kB reporter -49%, KOR beta-arrestin-1 -17%[20 µM], HEK293 NOD2/NF-kB -66%, HIV peptide binding -0.1%, NS5 inhibitors -10%, West Nile antiviral -0.6%, AID2073 0% and Yfh1-depleted yeast inactive.
COc1c(Cl)ccc(Cl)c1C(=O)NC(=O)Nc1nc(C)cc(C)n1 was read as NOD1 NF-kB reporter -6%, KOR beta-arrestin-1 14%, HEK293 NOD2/NF-kB 4%, HIV peptide binding -1.3%, NS5 inhibitors -3%, West Nile antiviral 0.3%, AID2073 4% and KOR beta-arrestin-2 -5.2%.
CN(C)CCN(C(=O)c1ccc(S(=O)(=O)N(C)c2ccccc2)cc1)c1nc2cc3c(cc2s1)OCCO3 was read as NOD1 NF-kB reporter 6%, KOR beta-arrestin-1 10%, HEK293 NOD2/NF-kB -22%, HIV peptide binding -1.5%, NS5 inhibitors -2%, West Nile antiviral 0.6%, AID2073 -12%, Yfh1-depleted yeast inactive and KOR beta-arrestin-2 4.2%.
`COc1ccc2nc(NC(=O)/C=C/c3ccc4c(c3)OCO4)sc2c1` gave NOD1 NF-kB reporter -33%, KOR beta-arrestin-1 -11%, HEK293 NOD2/NF-kB -24%, HIV peptide binding 1.0%, West Nile antiviral 0.1%, AID2073 19µM*, Yfh1-depleted yeast inactive and KOR beta-arrestin-2 -3.7%.
Screening O=C(C1CCCN1S(=O)(=O)c1ccc(Cl)cc1)N1CCCCC1 (configuration not stated) returned NOD1 NF-kB reporter -31%, KOR beta-arrestin-1 4%, HEK293 NOD2/NF-kB 5%, HIV peptide binding 0.0%, NS5 inhibitors 1%, West Nile antiviral 0.1%, AID2073 16% and KOR beta-arrestin-2 -0.6%.
Cc1cccc(-n2nnnc2SCC(=O)NCCN2C(=O)CSC2=O)c1 was read as NOD1 NF-kB reporter 12%, KOR beta-arrestin-1 -2%, HEK293 NOD2/NF-kB 15%, HIV peptide binding -1.1%, NS5 inhibitors -5%, West Nile antiviral -0.3%, AID2073 0%, Yfh1-depleted yeast inactive and KOR beta-arrestin-2 -3.1%.
Screening CC(=O)N1CCC(=NNC(=O)c2cccs2)CC1 returned NOD1 NF-kB reporter -31%, KOR beta-arrestin-1 -11%, HEK293 NOD2/NF-kB 6%, HIV peptide binding 2.5%, NS5 inhibitors -11%, West Nile antiviral 0.2%, AID2073 -6%, Yfh1-depleted yeast inactive and KOR beta-arrestin-2 -2.7%.
`Cc1cc(Cl)c2oc(C(=O)N(C)CCc3cnn(C)c3)c(C)c2c1` gave NOD1 NF-kB reporter -15%, KOR beta-arrestin-1 -31%, HEK293 NOD2/NF-kB 6%, HIV peptide binding 0.1%, NS5 inhibitors -6%, West Nile antiviral -0.3%, AID2073 -4% and KOR beta-arrestin-2 0.1%.
For CC(=O)NC(CC(=O)Nc1nccs1)c1ccccc1 (configuration not stated) the results were NOD1 NF-kB reporter -7%, KOR beta-arrestin-1 -36%, HEK293 NOD2/NF-kB -3%, HIV peptide binding -1.2%, NS5 inhibitors -3%, West Nile antiviral -0.3%, AID2073 10%, Yfh1-depleted yeast inactive and KOR beta-arrestin-2 2.6%.
Cc1ccc2nc3c(cc(C(=O)NCC4CCCO4)c(=N)n3CC3CCCO3)c(=O)n2c1 (configuration not stated) was read as NOD1 NF-kB reporter -26%, KOR beta-arrestin-1 6%, HEK293 NOD2/NF-kB 1%, HIV peptide binding -0.6%, NS5 inhibitors 1%, West Nile antiviral -0.6%, AID2073 24% and KOR beta-arrestin-2 -1.3%.
Screening O=C(Nc1ccn(Cc2c(F)c(F)cc(F)c2F)n1)c1ccc(COc2ccccc2Cl)cc1 returned NOD1 NF-kB reporter 64%, KOR beta-arrestin-1 -14%, HEK293 NOD2/NF-kB 16%, HIV peptide binding -1.7%, NS5 inhibitors -1%, West Nile antiviral -0.4%, AID2073 -12%, Yfh1-depleted yeast inactive and KOR beta-arrestin-2 1.6%.
CC1(C)CC2(CCCN(C(=S)Nc3ccccc3)C2)CCO1 (configuration not stated) was read as NOD1 NF-kB reporter 0%, KOR beta-arrestin-1 27%, HEK293 NOD2/NF-kB 9%, HIV peptide binding -0.4%, NS5 inhibitors 5%, West Nile antiviral 0.1%, AID2073 -25% and KOR beta-arrestin-2 -1.6%.
For O=C(NCc1ccccc1)c1ccc2ccccc2n1 the results were NOD1 NF-kB reporter -18%, KOR beta-arrestin-1 -23%, HEK293 NOD2/NF-kB 15%, HIV peptide binding -1.1%, NS5 inhibitors 0%, West Nile antiviral -0.4%, AID2073 -7% and KOR beta-arrestin-2 -0.5%.
Screening CCOC(=O)N1CCN(C(=O)CCCn2c(=S)[nH]c3ccsc3c2=O)CC1 returned NOD1 NF-kB reporter -33%, KOR beta-arrestin-1 2%, HEK293 NOD2/NF-kB 18%, HIV peptide binding -1.5%, NS5 inhibitors -8%, West Nile antiviral -0.1%, AID2073 -33%, Yfh1-depleted yeast inactive and KOR beta-arrestin-2 1.7%.
Screening CN1CCN(CCCCOc2cccc3ccccc23)CC1 returned NOD1 NF-kB reporter -4%, KOR beta-arrestin-1 -38%, HEK293 NOD2/NF-kB -7%, HIV peptide binding -0.4%, NS5 inhibitors 5%, West Nile antiviral -0.8%, AID2073 10% and KOR beta-arrestin-2 -1.6%.
COc1ccc(NC(=O)C2CCN(S(=O)(=O)c3ccccc3)CC2)cc1 was read as NOD1 NF-kB reporter 9%, KOR beta-arrestin-1 -30%, HEK293 NOD2/NF-kB -5%, HIV peptide binding 0.2%, NS5 inhibitors -4%, West Nile antiviral 0.0%, AID2073 2% and KOR beta-arrestin-2 -2.0%.
For CCOc1cc(C2C3=C(CC(C)(C)CC3=O)Nc3n[nH]c(C)c32)ccc1O (configuration not stated) the results were NOD1 NF-kB reporter -6%, KOR beta-arrestin-1 15%, HEK293 NOD2/NF-kB 18%, HIV peptide binding -1.2%, NS5 inhibitors -1%, West Nile antiviral -0.4%, AID2073 -8%, Yfh1-depleted yeast inactive and KOR beta-arrestin-2 -5.8%.
`COc1ccc(-n2ccnc(SCC(=O)NC3CCCC3)c2=O)cc1` gave NOD1 NF-kB reporter -11%, KOR beta-arrestin-1 -19%, HEK293 NOD2/NF-kB 14%, HIV peptide binding -0.8%, NS5 inhibitors 15%, West Nile antiviral 0.0%, AID2073 13% and KOR beta-arrestin-2 2.7%.
Screening CN(C)CCOC(=O)/C(=C/c1cn(C)c2ccccc12)NC(=O)c1ccccc1 returned NOD1 NF-kB reporter 7%, KOR beta-arrestin-1 6%, HEK293 NOD2/NF-kB 25%, HIV peptide binding -0.4%, NS5 inhibitors -8%, West Nile antiviral -0.1%, AID2073 -16%, Yfh1-depleted yeast inactive and KOR beta-arrestin-2 5.4%.
`Cc1nc(-c2cccs2)sc1C(=O)NN` gave NOD1 NF-kB reporter -2%, KOR beta-arrestin-1 -5%, HEK293 NOD2/NF-kB 11%, HIV peptide binding 0.1%, NS5 inhibitors 2%, West Nile antiviral 0.2%, AID2073 -5%, Yfh1-depleted yeast inactive and KOR beta-arrestin-2 3.7%.
CSc1nsc(SCC(=O)Nc2ccccn2)n1 was read as NOD1 NF-kB reporter -26%, KOR beta-arrestin-1 21%, HEK293 NOD2/NF-kB -39%, HIV peptide binding 0.7%, NS5 inhibitors 0%, West Nile antiviral -0.1%, AID2073 20%, Yfh1-depleted yeast inactive and KOR beta-arrestin-2 -2.2%.

Retrieved one by one from the list above (four):
Screening CN1CCN(CCCCOc2cccc3ccccc23)CC1 returned NOD1 NF-kB reporter -4%, KOR beta-arrestin-1 -38%, HEK293 NOD2/NF-kB -7%, HIV peptide binding -0.4%, NS5 inhibitors 5%, West Nile antiviral -0.8%, AID2073 10% and KOR beta-arrestin-2 -1.6%.
Screening CCOC(=O)N1CCN(C(=O)CCCn2c(=S)[nH]c3ccsc3c2=O)CC1 returned NOD1 NF-kB reporter -33%, KOR beta-arrestin-1 2%, HEK293 NOD2/NF-kB 18%, HIV peptide binding -1.5%, NS5 inhibitors -8%, West Nile antiviral -0.1%, AID2073 -33%, Yfh1-depleted yeast inactive and KOR beta-arrestin-2 1.7%.
For CCOc1cc(C2C3=C(CC(C)(C)CC3=O)Nc3n[nH]c(C)c32)ccc1O (configuration not stated) the results were NOD1 NF-kB reporter -6%, KOR beta-arrestin-1 15%, HEK293 NOD2/NF-kB 18%, HIV peptide binding -1.2%, NS5 inhibitors -1%, West Nile antiviral -0.4%, AID2073 -8%, Yfh1-depleted yeast inactive and KOR beta-arrestin-2 -5.8%.
`Cc1nc(-c2cccs2)sc1C(=O)NN` gave NOD1 NF-kB reporter -2%, KOR beta-arrestin-1 -5%, HEK293 NOD2/NF-kB 11%, HIV peptide binding 0.1%, NS5 inhibitors 2%, West Nile antiviral 0.2%, AID2073 -5%, Yfh1-depleted yeast inactive and KOR beta-arrestin-2 3.7%.

The list goes on:
For O=C(Nc1ccccc1C(=O)O)c1cccc(S(=O)(=O)Nc2ccc(Br)cc2)c1 the results were NOD1 NF-kB reporter 4%, KOR beta-arrestin-1 14%, HEK293 NOD2/NF-kB 39%, HIV peptide binding 61%, NS5 inhibitors 22%, West Nile antiviral 0.2%, AID2073 21% and KOR beta-arrestin-2 -0.1%.
`COC(=O)c1ccccc1NC(=O)N1CCN(c2ccc(F)cc2)CC1` gave NOD1 NF-kB reporter -23%, KOR beta-arrestin-1 -29%[20 µM], HEK293 NOD2/NF-kB 18%, HIV peptide binding -0.9%, NS5 inhibitors -9%, West Nile antiviral -0.6%, AID2073 -8%, Yfh1-depleted yeast inactive and KOR beta-arrestin-2 0.7%.
Screening O=C(c1ccco1)N1CCN(Cc2cn[nH]c2-c2cccc3ccccc23)CC1 returned NOD1 NF-kB reporter -1%, KOR beta-arrestin-1 6%, HEK293 NOD2/NF-kB 3%, HIV peptide binding -2.2%, NS5 inhibitors 2%, West Nile antiviral -0.1%, AID2073 -8% and Yfh1-depleted yeast inactive.
`O=C(Nc1ccc(O)cc1)c1ccc2c(c1)C(=O)N(Cc1ccccc1)C2=O` gave NOD1 NF-kB reporter -30%, KOR beta-arrestin-1 -10%, HEK293 NOD2/NF-kB 11%, HIV peptide binding 0.0%, NS5 inhibitors -4%, West Nile antiviral -0.3%, AID2073 6% and KOR beta-arrestin-2 -2.3%.
